697 NFkB inh = inhibitors of PMA/ionomycin-induced NF-kB reporter, 697 cells, primary screen, B-cell NF-kB inhibitor project, cell-based, luminescence, uHTS. 330,000 compounds, 0.33% hits. inhibition, % at 4 µM. 697 B-cell NF-kB luciferase reporter, 16 h; in the data active = inhibition above about 35%
UPR XBP1 act = activators of adaptive XBP1 UPR arm, primary screen, cell-based, CHO-XBP1 luciferase reporter, luminescence, uHTS; IRE1-XBP1 UPR activation; percent of tunicamycin response, DMSO as zero; activation, % at 20 µM; 330,000 compounds, 0.33% hits; AID 463104, 2010;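 active = versus positive control, 20 µM dose yields 30% or more activation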;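 also: 100% = tunicamycin at 10 µg/mL and 0% = DMSO only wells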
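Test system: CHO-XBP1 luciferase reporter cells | Buffer or medium: Serum-containing F12 medium, 10% FBS | Schedule: 6 h compound exposure at 37 °C, 5% CO2 | Detection: Steady-Glo luciferase glow luminescence, 10 min after reagent addition | Read-out basis: Activation, % of tunicamycin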
CCR6 antag = CCR6 receptor antagonists, primary screen, cell-based, CHO-K1, luminescence, beta-arrestin, uHTS; C-C chemokine receptor type 6 (Homo sapiens), P51684; CHO-K1 CCR6 PathHunter beta-arrestin, CCL20-stimulated; inhibition, % at 20 µM; 340,000 compounds, 0.49% hits;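 active = compounds whose inhibition of the agonist-driven luminescence signal at 20 µM reaches about 50%, limit read from the data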;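 also: cells stimulated with CCL20 at 14 nM final; plate controls were DMSO with CCL20 for no effect and DMSO without agonist for full effect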
Target sequence (P51684 whole entry, looked up): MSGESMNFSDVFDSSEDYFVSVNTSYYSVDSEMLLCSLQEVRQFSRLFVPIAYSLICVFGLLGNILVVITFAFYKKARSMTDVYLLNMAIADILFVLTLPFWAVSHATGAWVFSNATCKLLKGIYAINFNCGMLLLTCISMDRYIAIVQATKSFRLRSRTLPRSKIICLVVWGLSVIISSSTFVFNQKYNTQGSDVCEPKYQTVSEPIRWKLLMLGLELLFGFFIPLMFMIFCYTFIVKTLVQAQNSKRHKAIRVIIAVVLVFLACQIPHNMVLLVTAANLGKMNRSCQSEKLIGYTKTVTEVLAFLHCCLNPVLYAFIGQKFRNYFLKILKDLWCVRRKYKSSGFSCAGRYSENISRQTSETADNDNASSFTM
CXCR6 inh = CXCR6 receptor inhibitors, primary screen, cell-based, beta-arrestin, luminescence, CHO-K1 PathHunter, 1536-well. C-X-C chemokine receptor type 6 (Homo sapiens), O00574. 360,000 compounds, 0.36% hits. inhibition, % at 20 µM; in the data active = inhibition above about 34%, passing the limit was not always enough;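 also: antagonist mode with CXCL16 agonist at 10 nM final; 0% = 10 nM CXCL16 with DMSO and 100% = unstimulated wells without agonist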
Jurkat NFkB inh = inhibitors of induced NF-kB luciferase reporter, primary screen, TCR NF-kB activation inhibitor project, cell-based, luminescence, uHTS; Jurkat, PMA/ionomycin-induced NF-kB luciferase reporter; inhibition, % at 4 µM; 330,000 compounds, 0.53% hits; in the data active = inhibition above about 50%
Gli-Sufu antag = Gli-Sufu pathway antagonists, primary screen, luciferase luminescence, Sufu-KO-LIGHT cells, uHTS; Sufu-KO-LIGHT fibroblasts, Gli luciferase reporter luminescence; inhibition, % at 5 µM; 340,000 compounds, 0.74% hits; AID 588413, 2011;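 active = inhibition above about 55%, limit read from the data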;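 also: 0% = DMSO-treated cells and 100% = wells with medium but no cells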
EBI2 antag = EBI2 receptor antagonists, beta-arrestin recruitment, primary screen, cell-based, luminescence, 7a,25-OHC stimulation, uHTS; G-protein coupled receptor 183 (Homo sapiens), P32249; 7a,25-OHC stimulated; inhibition, % at 5 µM; 360,000 compounds, 0.81% hits; AID 651636, 2012; in the data active = inhibition above about 38%;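 also: enzyme fragment complementation signal reports receptor beta-arrestin coupling in cells; 0% = agonist plus DMSO wells and 100% = wells without agonist; some results beyond the cut were filed as inactive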
Target sequence (P32249 whole entry, looked up, the tested form may be a part): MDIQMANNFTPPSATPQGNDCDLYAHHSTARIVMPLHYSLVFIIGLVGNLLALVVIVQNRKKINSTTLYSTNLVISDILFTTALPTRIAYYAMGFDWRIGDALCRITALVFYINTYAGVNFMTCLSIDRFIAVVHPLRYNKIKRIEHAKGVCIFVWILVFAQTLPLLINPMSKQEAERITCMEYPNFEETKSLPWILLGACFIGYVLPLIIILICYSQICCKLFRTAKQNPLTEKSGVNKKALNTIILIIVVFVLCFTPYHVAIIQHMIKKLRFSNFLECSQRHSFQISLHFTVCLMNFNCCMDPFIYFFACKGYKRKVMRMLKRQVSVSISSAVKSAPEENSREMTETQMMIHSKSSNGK
UPR CHOP act = activators of apoptotic CHOP UPR arm, primary screen, cell-based, CHO-CHOP luciferase reporter, luminescence, uHTS; UPR activation; percent of tunicamycin response over DMSO baseline; activation, % at 10 µM; 330,000 compounds, 0.34% hits; AID 449763, 2010;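 active = at 10 µM dose, activation of 40% or more, normalized to positive control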;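 also: 100% = tunicamycin at 10 µg/mL and 0% = DMSO alone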
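Assay system: CHO cells with stable CHOP pathway luciferase reporter; Buffer or medium: F12 plus 10% serum; Times: 16-18 h cell attachment, then 6 h compound exposure, 37 °C; Signal: luciferase luminescence; Read-out basis: percent activation relative to tunicamycin control; Control set: tunicamycin high control, DMSO low control.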
Mdm2-MdmX inh = inhibitors of human Mdm2-MdmX association, primary screen, cell-based, luminescence, split luciferase, SaOS-2, uHTS | Protein Mdm4 (Homo sapiens) + E3 ubiquitin-protein ligase Mdm2 (Homo sapiens), … | SaOS-2 split-luciferase Mdm2/MdmX complementation | inhibition, % at 8 µM | 330,000 compounds, 3% hits;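 active = inhibition of at least 50% at 8 µM in the primary screen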
Active calls of the source: *; x = not tested or not shown.

SMILES	697 NFkB inh	UPR XBP1 act	CCR6 antag	CXCR6 inh	Jurkat NFkB inh	Gli-Sufu antag	EBI2 antag	UPR CHOP act	Mdm2-MdmX inh
O=C(COc1ncnc2cc([N+](=O)[O-])ccc12)N(CCc1ccccc1)Cc1ccccc1	-10	-4	-33	-22	-1	11	-22	1.7	1
Cc1ccc(Oc2nc3ccccc3n3c(C)nnc23)c(C)c1	-6	1	-8	11	-6	7	-6	0.0	8
CN(c1ccccc1)S(=O)(=O)c1cccc(NC(=O)CN2C(=O)NC3(CCCCC3)C2=O)c1	5	2	8	-3	7	-7	-10	0.1	21
O=C(NCCCCCCNC(=O)N1CCCCCC1)N1CCCCCC1	11	-2	8	-4	-9	35	-12	0.1	-3
CC(C)Cc1nn2c(=O)cc(COc3ccc(NC(=O)c4ccco4)cc3)nc2s1	9	-1	10	10	2	0	4	0.4	28
COc1ccc(NC(=O)c2cccc(-n3c(C)ccc3C)c2)c(OC)c1	-21	-1	5	2	-15	-5	-12	0.7	1
Cc1sc2nc(COC(=O)c3ccc(N4CCCC(C)C4)c([N+](=O)[O-])c3)[nH]c(=O)c2c1C (configuration not stated)	5	-3	7	8	-5	-3	10	-3.3	13
O=C(COC(=O)c1ccc2ccccc2c1O)NCc1ccccc1	11	1	1	-2	-5	-5	-1	0.0	19
O=C(NC(=S)Nc1ccccc1N1CCCC1)c1ccco1	-24	3	10	6	4	-1	-1	-0.8	-4
CCOc1ccc(-c2ccc(SCc3ccccn3)nn2)cc1	-53	-1	0	-10	-31	-36	3	0.6	-48
O=C(O)C1=C[C@H](c2cccs2)C[C@H](OCCCCO)O1	28	9	6	2	10	-2	-23	0.1	-28
CC(C)CN1C(=O)C(=O)N(CC(=O)c2ccc3c(c2)OCO3)C1=O	1	-3	4	0	-8	-1	-10	-0.8	15
COc1ccc(-n2c(Cc3cccn3C)nnc2SCC(=O)Nc2cc(C)cc(C)c2)cc1	8	-1	9	4	11	1	50*	-1.0	29
Fc1ccc(-c2nnc(CN3CCN(c4ncc(C(F)(F)F)cc4Cl)CC3)o2)cc1	-55	0	10	-8	-10	1	-6	-2.3	-1
COc1ccc(C)cc1NS(=O)(=O)c1ccc2c(c1)NC(=O)C(C)S2 (configuration not stated)	-31	-3	3	-1	-11	19	-7	-0.9	18
O=c1c2ccccc2nc(SCc2ccccc2)n1CC1CCCO1 (configuration not stated)	15	-2	27	6	7	12	-7	-0.5	-1
C=CCN1CCN(C(c2ccc(OC)c(OC)c2)c2nnnn2C(C)(C)C)CC1 (configuration not stated)	x	x	-9	-3	x	-12	-8	x	x
CCn1c(SCC(=O)c2[nH]c(C)c(C(C)=O)c2C)nnc1-c1ccncc1	9	-4	6	1	-3	-4	-13	-3.4	35
CC(=O)c1cccc(N/C=C\C(=O)c2ccc(C)cc2)c1	x	x	28	-4	x	-84	6	x	x
O=C(NCc1cccs1)c1cnc2sccn2c1=O	-8	2	-4	4	-13	2	-1	1.1	-2
Cc1ccccc1OCCOCCN1CCCCCC1	-3	0	3	0	-16	33	3	-0.9	24
CCOC(=O)Cn1cc(Cl)cc(C(=O)Nc2ccccc2)c1=O	10	3	26	2	-2	15	-17	2.7	-8
CC(C)CC(C(=O)NC1CCCC1)N(Cc1cccs1)C(=O)c1snc(C(N)=O)c1N (configuration not stated)	7	-2	-2	2	-1	3	6	0.2	-9
Nc1ccc(S(=O)(=O)Nc2nc3ccccc3o2)cc1	-10	-3	12	-5	-17	4	-1	0.7	10
Cc1nc(N)sc1-c1csc(Nc2ccc(S(N)(=O)=O)cc2)n1	-2	0	12	0	7	-28	3	1.4	4

Carrying on:
SMILES	697 NFkB inh	UPR XBP1 act	CCR6 antag	CXCR6 inh	Jurkat NFkB inh	Gli-Sufu antag	EBI2 antag	UPR CHOP act	Mdm2-MdmX inh
Cc1ccc(CN2CCN(C(=O)c3ccco3)CC2)cc1	15	-4	-6	1	-12	-13	-3	0.9	15
Cn1c(=O)c(-[n+]2ccccc2)c([O-])c2ccccc21	2	0	-21	-8	10	-4	-3	-1.3	10
O=C(Nc1nc2c(cc3c4c(cccc42)CC3)s1)c1ccccc1Cl	-26	-2	-4	3	-5	-19	28	0.0	-27
O=c1c2ccccc2nnn1CSc1nnc(COc2ccc(Cl)cc2)n1Cc1ccco1	-6	-3	14	6	-5	2	-2	4.5	30
Cc1ccccc1NC(=O)Cc1nc(COC(=O)c2cc(Cl)ccc2O)cs1	1	-2	9	-1	2	4	-5	0.4	10
COc1ccc(CCNC(=O)c2ccc3c(c2)S(=O)(=O)N=C2CCCCCN23)cc1	11	0	5	0	3	-3	-8	1.5	22
O=S(=O)(Nc1ccc(-n2cccc2)cc1)c1ccccc1	-4	-2	-4	-5	-1	4	8	2.3	3
Cc1cccc(C)c1Nc1c(-c2ccc(N3CCOCC3)cc2)nc2ncccn12	6	-3	5	-3	3	-1	-1	2.2	2
Cc1ccc(NC(=O)CSc2n[nH]c(-c3ccncc3)n2)cc1C	-9	-4	9	-5	1	-8	6	-0.3	9
CC(C1CC1)N(C(=O)c1ccccc1[N+](=O)[O-])c1ccccc1 (configuration not stated)	9	0	2	6	-1	0	11	0.7	-20
CCOC(=O)CC1C(=O)NCCN1C(=O)c1cccc(OC)c1 (configuration not stated)	0	-1	-5	-1	-6	8	-4	-0.6	-27
CCN(C(=O)c1ccncc1)c1c(N)n(Cc2ccccc2)c(=O)[nH]c1=O	15	2	8	-6	-7	-8	0	-0.3	36
CCSc1nnc(NC(=O)c2cccc(OCc3c(C)noc3C)c2)s1	-9	0	-10	-7	-5	5	5	-0.2	16
CCOc1ccc(C(=O)CCC(=O)Nc2ccncc2)cc1	11	-1	4	0	7	0	2	0.5	14
CC1CCC(NC(=O)CCC(=O)N2CC(C)Oc3ccccc32)CC1 (configuration not stated)	-49	1	-1	0	-39	-54	-3	4.7	-2
Cc1ccc(CSCC(=O)N(C)CC(=O)Nc2cccc(F)c2)cc1	-13	3	10	-4	-3	-6	0	2.1	16
COc1ccc(NC(=O)CN(C)C(=O)c2c(C)nn(Cc3ccc(C)cc3)c2Cl)cc1	12	-1	5	1	9	-5	6	1.0	6
COc1ccc(OCc2cc(C(=O)N3CCSCC3)no2)c(Cl)c1	-71	-3	7	2	-102	37	0	2.0	-88
O=C(N[C@@H]1CCC(=O)N(CC[C@H](Sc2ccccc2)c2ccccc2)CC1)OCc1ccccc1	-13	-1	11	8	-5	6	7	0.1	17
COc1ccc(C(c2nnnn2C(C)(C)C)N2CCN(c3nc4ccccc4s3)CC2)cc1OC (configuration not stated)	x	x	-13	2	x	-2	-1	x	x
O=C(OCC(=O)c1ccc[nH]1)c1cncc(Br)c1	16	-1	0	0	-12	-5	-1	0.4	14
O=C(CCN1c2ccccc2Sc2ccccc21)Nc1ccccc1	-15	3	-4	-14	-18	-10	3	1.0	-7
Fc1ccc(/C=N/Nc2cc(N3CCOCC3)ncn2)cc1	-56	-4	-9	2	-69	11	22	1.6	6
COc1ccc(N2CCN(c3ccc(NC(=O)c4ccc5c(c4)OCO5)cc3C#N)CC2)cc1	-7	-1	-12	-1	-12	-1	-7	-13	-7
CCOC(=O)Nc1sc2c(c1C(N)=O)CCC(C)C2 (configuration not stated)	-46	2	-3	-15	-18	-12	-17	-0.6	-2

The list continues:
SMILES	697 NFkB inh	UPR XBP1 act	CCR6 antag	CXCR6 inh	Jurkat NFkB inh	Gli-Sufu antag	EBI2 antag	UPR CHOP act	Mdm2-MdmX inh
CCCCC[C@@H]1C=C(C(=O)O)[C@H](c2ccc(F)cc2)N1S(=O)(=O)c1ccc(C)cc1	3	-1	2	1	1	0	-7	-1.4	7
O=C(OCCc1cc2ccccc2c(=O)o1)c1ccccc1C(F)(F)F	-7	0	14	-3	1	11	9	0.5	-2
COC(=O)c1cc(Br)c(=O)n(Cc2ccc(C(=O)O)cc2)c1	19	-2	7	3	-9	-22	-6	-0.8	10
CCN(CC(=O)NCc1cccs1)C(=O)C(c1ccccc1)c1ccccc1	0	-4	12	-3	2	-35	-5	2.6	-9
Cc1cccc(OCCSc2nc3ccccc3n2CCC(=O)O)c1	3	-4	-3	4	-12	3	-14	-0.9	11
COc1ccc(NC(=O)CCN2CCN(c3ccccc3F)CC2)c(OC)c1	-4	-3	-9	-5	14	-6	-17	0.1	6
CCOC(=O)C1CCCN(C(=O)c2cc3ccccc3cc2OC)C1 (configuration not stated)	x	x	9	-3	x	-7	1	x	x
COc1cc2ccccc2cc1C(=O)OCc1nc2ccsc2c(=O)[nH]1	2	2	10	6	6	-1	3	0.5	5

In the list so far, nine contain an aryl thioether with sulfur outside any ring:
SMILES	697 NFkB inh	UPR XBP1 act	CCR6 antag	CXCR6 inh	Jurkat NFkB inh	Gli-Sufu antag	EBI2 antag	UPR CHOP act	Mdm2-MdmX inh
CCOc1ccc(-c2ccc(SCc3ccccn3)nn2)cc1	-53	-1	0	-10	-31	-36	3	0.6	-48
COc1ccc(-n2c(Cc3cccn3C)nnc2SCC(=O)Nc2cc(C)cc(C)c2)cc1	8	-1	9	4	11	1	50*	-1.0	29
O=c1c2ccccc2nc(SCc2ccccc2)n1CC1CCCO1 (configuration not stated)	15	-2	27	6	7	12	-7	-0.5	-1
CCn1c(SCC(=O)c2[nH]c(C)c(C(C)=O)c2C)nnc1-c1ccncc1	9	-4	6	1	-3	-4	-13	-3.4	35
O=c1c2ccccc2nnn1CSc1nnc(COc2ccc(Cl)cc2)n1Cc1ccco1	-6	-3	14	6	-5	2	-2	4.5	30
Cc1ccc(NC(=O)CSc2n[nH]c(-c3ccncc3)n2)cc1C	-9	-4	9	-5	1	-8	6	-0.3	9
CCSc1nnc(NC(=O)c2cccc(OCc3c(C)noc3C)c2)s1	-9	0	-10	-7	-5	5	5	-0.2	16
O=C(N[C@@H]1CCC(=O)N(CC[C@H](Sc2ccccc2)c2ccccc2)CC1)OCc1ccccc1	-13	-1	11	8	-5	6	7	0.1	17
Cc1cccc(OCCSc2nc3ccccc3n2CCC(=O)O)c1	3	-4	-3	4	-12	3	-14	-0.9	11

Screens: PubChem, Sanford-Burnham Center for Chemical Genomics
